# High-throughput results as filed in PubChem BioAssay.
# SMARCA2 act = increases SMARCA2 function in MMTV reporter cells. MG213 cells, MMTV-luciferase reporter, dexamethasone, overnight. activation, % at 9.1 µM. 370,000 compounds, 1% hits; in the data active = activation above about 7.8%;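 also: 0% = vehicle wells and 100% = reference activator wells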
# DAX1 inh-1 = blocks DAX1 repression of SF-1 activated StAR promoter; HEK293T StAR-luciferase reporter, SF-1/DAX-1 repression relief; inhibition, % at 6.8 µM; 370,000 compounds, 1.1% hits; AID 652010;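 active = inhibition above the mean over all tested compounds plus 3 SD, cut at about 3.6% in these data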;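 also: 0% = DAX-1 cells with DMSO and 100% = cells lacking DAX-1 with DMSO; higher inhibition means more luminescence from relief of DAX-1 repression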
# hgDAF-12 ag = hgDAF-12 agonism, primary luciferase screen; 370,000 compounds, 1.8% hits; activation, % at 6.8 µM; HEK293 GAL4-hgDAF12 UAS-luciferase reporter, agonist luminescence; normalized to butyrate control; AID 687014;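 active = activation above a cutoff set at the mean of all screened compounds plus 3 SD, cut at about 10% in these data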;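 also: 0% = DMSO wells and 100% = sodium butyrate wells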
# ADAM17 inh = ADAM17 inhibition, QFRET primary screen; recombinant ADAM17, EDANS/DABCYL FRET peptide cleavage; P78536; inhibition, % at 6.95 µM; 370,000 compounds, 0.83% hits;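 active = inhibition above the mean of compounds lying between control limits plus 3 SD, set per campaign, cut at about 8.5% in these data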;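 also: 0% = DMSO-only wells as the low control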
# NR1D1 modulator = modulators of human Rev-erb alpha DNA binding. Rev-erbα–FITC-DNA binding, fluorescence polarization, 90 min. activity, % at 10 µM. 370,000 compounds, 0.79% hits. P20393;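 active = activity above about 14%, limit read from the data; passing the limit was not always enough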;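 also: 0% = DMSO wells with 35 nM protein and 100% = DMSO wells with 750 nM protein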
# Target sequence (P20393 whole entry, looked up): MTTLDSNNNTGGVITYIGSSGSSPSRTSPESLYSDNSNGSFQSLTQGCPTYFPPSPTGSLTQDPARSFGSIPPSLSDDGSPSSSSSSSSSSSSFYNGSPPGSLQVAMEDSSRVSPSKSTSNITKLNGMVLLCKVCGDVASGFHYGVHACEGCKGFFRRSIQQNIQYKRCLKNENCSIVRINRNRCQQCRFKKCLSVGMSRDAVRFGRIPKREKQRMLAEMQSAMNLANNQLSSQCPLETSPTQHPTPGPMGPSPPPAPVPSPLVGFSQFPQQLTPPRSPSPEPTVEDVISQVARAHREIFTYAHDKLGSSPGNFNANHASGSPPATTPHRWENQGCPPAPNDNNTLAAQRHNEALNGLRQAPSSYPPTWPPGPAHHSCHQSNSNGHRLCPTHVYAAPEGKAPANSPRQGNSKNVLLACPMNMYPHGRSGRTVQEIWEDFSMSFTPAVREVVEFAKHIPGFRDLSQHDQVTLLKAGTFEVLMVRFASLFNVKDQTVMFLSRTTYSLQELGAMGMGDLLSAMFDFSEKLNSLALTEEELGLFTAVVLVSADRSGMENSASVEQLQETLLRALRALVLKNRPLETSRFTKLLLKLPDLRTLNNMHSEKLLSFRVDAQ
# PLC-beta3 inh = inhibitors of human phospholipase C beta3. Purified PLC-beta3, fluorogenic substrate, fluorescence. inhibition, % at 12.2 µM. 370,000 compounds, 0.18% hits. Q01970; in the data active = inhibition above about 11%;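 also: 0% = median of compound wells on plate and 100% = full blocker control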
# DAX1 inh-2 = inhibits human nuclear receptor DAX1 | P51843 | HEK293 Gal4-DAX1 luciferase reporter, luminescence | inhibition, % at 6.75 µM | AID 504766 | 340,000 compounds, 0.99% hits;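 active = inhibition above the mean over all tested compounds plus 3 SD, cut at about 4.2% in these data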;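 also: 0% = DAX1-transfected cells with DMSO and 100% = empty-vector control cells with DMSO; inhibition shows as a rise in luminescence from relieved DAX1 repression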
# Target sequence (P51843 207-470 limits assumed): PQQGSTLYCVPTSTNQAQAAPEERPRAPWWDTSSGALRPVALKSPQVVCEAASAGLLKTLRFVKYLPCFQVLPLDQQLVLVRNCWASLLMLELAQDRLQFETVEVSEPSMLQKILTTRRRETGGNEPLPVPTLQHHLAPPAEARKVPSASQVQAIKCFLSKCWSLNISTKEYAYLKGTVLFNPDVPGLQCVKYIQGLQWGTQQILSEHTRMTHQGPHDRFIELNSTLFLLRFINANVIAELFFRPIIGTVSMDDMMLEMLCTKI
# ssDAF-12 act = activates DAF-12 receptor from parasite S. stercoralis; HEK293 ssDAF-12/GRIP1 lit1-tk-luc reporter, luminescence; % of 3 µM dafachronic acid response; activation, % at 6.8 µM; 370,000 compounds, 1% hits; AID 652126;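 active = activation above the mean over all tested compounds plus 3 SD, cut at about 0.9% in these data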;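 also: 0% = DMSO-only wells and 100% = 3 µM delta7-dafachronic acid wells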
# PLC-gamma1 inh = inhibitors of human phospholipase C gamma1; P19174; purified PLC-gamma1, fluorogenic substrate, fluorescence; inhibition, % at 12.2 µM; 370,000 compounds, 0.84% hits; AID 720700; in the data active = inhibition above about 9.5%
# MBD2 DNA inh = inhibitors of human MBD2 binding to methylated oligonucleotide; inhibition, % at 4.4 µM; 370,000 compounds, 0.31% hits; TR-FRET; in the data active = inhibition above about 13%
# hcDAF-12 act = H. contortus DAF-12 activation, primary screen | HEK293 hcDAF-12 lit1-tk-luc reporter, luminescence; 0% DMSO, 100% Δ7-dafachronic acid | activation, % at 6.8 µM | 370,000 compounds, 1.4% hits;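 active = activation above the mean of all tested compounds plus 3 SD, cut at about 5.5% in these data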;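 also: 100% = response to 3 µM Δ7-dafachronic acid high control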
# * marks the source's active call; other numbers are inactive results; · = no result given.
# Start of the data: the first three entries (preview)
Compound,SMARCA2 act,DAX1 inh-1,hgDAF-12 ag,ADAM17 inh,NR1D1 modulator,PLC-beta3 inh,DAX1 inh-2,ssDAF-12 act,PLC-gamma1 inh,MBD2 DNA inh,hcDAF-12 act
C=CCn1c(SCC(=O)Nc2ccc3c(c2)OCCO3)nnc1-c1ccco1,-4,-0.2,-1.3,-6,2,-3,0.7,-1.4,0,2,-1.8
Cc1c(C(=O)NC(=S)N(Cc2ccccc2)c2ccccn2)cccc1[N+](=O)[O-],0,0.5,-0.2,-6,5,-6,0.2,-0.9,-1,7,-2.2
CC(O)c1ccc(Oc2cnccn2)cc1 (centres undefined),-2,-0.2,1.7,4,-7,-6,1.8,-1.0,-2,0,0.6

# Main list (from the top)
Compound,SMARCA2 act,DAX1 inh-1,hgDAF-12 ag,ADAM17 inh,NR1D1 modulator,PLC-beta3 inh,DAX1 inh-2,ssDAF-12 act,PLC-gamma1 inh,MBD2 DNA inh,hcDAF-12 act
C=CCn1c(SCC(=O)Nc2ccc3c(c2)OCCO3)nnc1-c1ccco1,-4,-0.2,-1.3,-6,2,-3,0.7,-1.4,0,2,-1.8
Cc1c(C(=O)NC(=S)N(Cc2ccccc2)c2ccccn2)cccc1[N+](=O)[O-],0,0.5,-0.2,-6,5,-6,0.2,-0.9,-1,7,-2.2
CC(O)c1ccc(Oc2cnccn2)cc1 (centres undefined),-2,-0.2,1.7,4,-7,-6,1.8,-1.0,-2,0,0.6
CCOc1ccc(NC(=O)CSc2nnnn2C2CCCC2)cc1,-2,-0.6,2.1,-3,-3,-5,-0.2,-0.6,-2,2,0.6
O=[N+]([O-])c1csc2ccccc12,0,0.6,-0.9,-3,5,-2,-0.2,-0.6,-2,1,1.2
O=C(CN1CCC(n2nnc3cc(C(F)(F)F)ccc32)CC1)N1CCc2ccccc21,-2,1.5,-0.2,5,-5,7,1.0,-0.9,13*,-7,-1.1
O=C(COC(=O)c1ccc2ncsc2c1)NCc1ccc(Cl)cc1,3,1.1,-0.2,0,1,-11,1.4,-1.2,-4,-1,-0.2
CN(Cc1ccccc1)C(=S)Nc1ccc(OC(F)F)cc1,0,-0.9,4.8,3,-8,1,-0.8,-1.5,3,-4,-1.2
COCCCNC(NC(=O)c1ccc(Cl)cc1)C(Cl)(Cl)Cl (centres undefined),-2,0.0,-0.1,-6,0,0,-0.8,-1.6,-5,-1,-2.2
O=S(=O)(c1ccc(N2CCCC2)cc1)C(F)(F)F,-3,-1.6,0.6,-2,-7,-4,-0.9,-2.1,-3,2,-2.9
Cc1ccc(S(=O)(=O)N(C)c2ccc3c(c2)C(=O)c2ccccc2-3)cc1,-2,-1.0,2.8,1,3,-1,·,0.3,1,2,5.0
Cc1ccc(OCC(=O)O/N=C(\N)c2ccncc2)c(C)c1,3,0.9,10,-4,-3,-2,0.7,-0.1,3,1,2.4
NC(=O)c1ccc(NC(=O)COC(=O)CCc2ccc(S(=O)(=O)N3CCCCC3)cc2)cc1,-6,1.2,-1.1,3,7,4,-2.1,-1.3,6,2,-0.6
O=C(Cn1nc(-c2ccccc2)ccc1=O)NCC1COCCO1 (centres undefined),3,0.5,-0.6,-6,-4,1,0.0,-1.4,1,5,-1.4
OCCN(CCO)c1nc2ccccc2[nH]1,-4,0.9,-3.0,0,7,-7,-1.2,-1.3,3,-3,-1.9
C[C@H](NS(=O)(=O)OCC(Cl)(Cl)Cl)C1CC1c1ccccc1 (some centres undefined),0,0.1,1.2,7,-16,2,1.4,-1.0,-1,-1,-1.0
COc1ccc(C(=O)N(C)CCCC2CCCC2)cc1OC1CCN(C(C)=O)CC1,-1,-1.3,-2.7,1,1,-4,0.2,-1.2,5,-1,-1.6
Cc1ccc(C(=O)NCc2n[nH]c(=S)n2-c2ccccc2)cc1[N+](=O)[O-],-1,-0.7,-3.6,-6,0,-3,-0.1,-1.2,2,4,-0.9
COC(=O)Nc1ccc(S(=O)(=O)Nc2cnc3ccccc3n2)cc1,-1,-0.5,-1.6,-9,-9,-32,1.0,-1.6,-27,0,-1.3
CCN(Cc1ccccc1)C(=O)c1ccc(SC)cc1OC,0,-0.9,1.1,-3,1,1,0.1,-1.3,-2,1,-1.2
Cn1c(CN2CCOCC2)nnc1SCC(=O)Nc1ccc2c(c1)OCCO2,-2,-0.1,-0.8,-3,-3,-1,-0.1,-1.2,1,3,-0.8
COc1ccc2oc(C(=O)Nc3ccc(C)cn3)c(C)c2c1,3,5.0*,11*,-15,-1,-19,3.0,0.1,3,6,3.8
Nc1[nH]c(C(=O)c2ccccc2)c(-c2ccncc2)c1C(=O)NC1CC1,2,1.4,0.4,0,-3,2,·,-0.7,10*,0,0.3
CCn1c(CC(=O)Nc2ccccc2Cl)nnc1SCC(=O)NC1CCCC1,3,-0.4,1.1,-2,-1,-4,2.0,-0.4,1,3,-0.5
COc1ccc(C(=O)/C=C/c2ccc(F)cc2)c(OC(=O)c2ccc([N+](=O)[O-])cc2)c1,-3,-0.9,5.5,-1,0,-2,0.7,-1.3,-2,4,-0.5
C=CCn1c(SC(C)C(=O)NCC2CCCO2)nnc1-c1ccc(OC)cc1 (centres undefined),2,-0.7,3.5,-1,10,-6,-0.1,-1.5,2,-2,0.3
CC(C)(C)S(=O)(=O)N1Cc2ccc(CO)cc2[C@H]1CCO,2,-1.2,-1.0,-3,3,1,-0.1,-0.7,0,2,-0.3
CC(C(=O)Nc1ccccc1)N(C)CCOc1ccc(Br)cc1 (centres undefined),-3,-0.6,0.4,3,8,-1,-1.6,-2.1,-1,2,0.0
O=C(CSC1=NS(=O)(=O)c2cc(Cl)ccc2N1)NCCc1ccccc1,-1,0.7,-2.5,-1,-3,-7,-0.3,-1.5,2,-6,0.2
COc1ccc(-n2c(COc3ccccc3)nnc2SCC(=O)Nc2ccc(OCc3ccccc3)cc2)cc1,6,-1.6,0.6,-5,1,0,·,-1.5,9.6*,8,-1.9
CC1=C(C#N)CCC(=O)N1Cc1c(C)cc(C)cc1C,1,-0.2,-2.2,-4,0,-3,-0.2,-1.1,-7,2,-1.8
O=C(O)CCN1C(=O)c2ccccc2Sc2ncccc21,0,0.1,-1.5,-6,-5,-4,-0.4,-0.8,1,4,-1.1
COC(=O)C1=C(C(=O)c2ccc(C)cc2)C(c2ccc(OC)c(OC)c2)n2nnnc2N1 (centres undefined),-1,0.7,-0.3,3,-2,-4,0.5,-0.6,3,1,0.0
CC(C)[C@H](NC(=O)c1ccccc1F)C(=O)OCC(=O)NC1CC1,-1,-0.9,4.2,-5,-2,0,-0.8,-1.3,4,-2,-0.1
COc1ccc(C2c3[nH]c4ccccc4c3CCN2CCCn2cccn2)cc1C (centres undefined),-2,-0.5,0.8,-15,-3,-47,1.0,0.4,-33,2,5.2
O=C(CN1CCN(C(=O)c2ccco2)CC1)Nc1ccc(Cl)c(S(=O)(=O)N2CCOCC2)c1,-6,-0.1,-4.8,-2,-4,-4,-0.5,-1.8,0,-2,-1.2
COc1cc(-c2nc3cnccn3c2Nc2ccc(C(C)C)cc2)ccc1O,2,-0.3,1.0,-65,7,-191,-1.1,-0.9,-179,1,0.2
CCc1ccc(N(C(=O)Cn2nnc(-c3ccccc3)n2)C(C(=O)NC2CCCCC2)c2ccccn2)cc1 (centres undefined),0,0.0,2.6,2,-6,2,0.1,-0.4,-2,3,6.5*
CCOC(=O)N1CCN(C(=O)CN(c2ccccc2)S(C)(=O)=O)CC1,-1,-0.1,0.5,0,7,2,0.0,-1.2,0,-4,-0.6
O=C1/C(=C/c2ccc([N+](=O)[O-])cc2)CCC1C1CCCC1 (centres undefined),0,0.3,0.8,-1,1,-5,0.0,-1.0,1,2,0.4

# Copied from the list.
# In PLC-gamma1 inh, O=C(O)CCN1C(=O)c2ccccc2Sc2ncccc21 has the entry 1
# In ssDAF-12 act, CCN(Cc1ccccc1)C(=O)c1ccc(SC)cc1OC has the entry -1.3
# In NR1D1 modulator, CCc1ccc(N(C(=O)Cn2nnc(-c3ccccc3)n2)C(C(=O)NC2CCCCC2)c2ccccn2)cc1 (centres undefined) has the entry -6
# In SMARCA2 act, Cc1ccc(S(=O)(=O)N(C)c2ccc3c(c2)C(=O)c2ccccc2-3)cc1 has the entry -2

# New compounds follow:
# Screens in order – SMARCA2 act	DAX1 inh-1	hgDAF-12 ag	ADAM17 inh	NR1D1 modulator	PLC-beta3 inh	DAX1 inh-2	ssDAF-12 act	PLC-gamma1 inh	MBD2 DNA inh	hcDAF-12 act
- COc1ccc(C(=O)c2ccc(C)cc2)c(OC)c1OC
  3	-1.5	0.4	0	2	-1	1.6	-1.5	-2	0	-0.7
- O=[N+]([O-])c1cccc2c(S(=O)(=O)N3CCCCC3)cccc12
  -4	-0.6	-1.8	0	2	-3	-1.9	-1.1	-2	-2	-1.7
- Cc1c(C(=O)N2CCC[C@H]2CO)oc2c(F)cccc12
  3	0.6	2.1	-5	-1	-7	0.9	0.2	-5	8	1.1
- Nc1c(NC=O)c(=O)n(Cc2ccccc2)c(=O)n1Cc1ccccc1
  -2	0.3	1.4	-3	-2	-6	2.2	-0.5	-1	0	-0.2
- COc1cccc(-c2ccc3c(c2)C2CC3CCN2C(=O)c2ccc(Cl)cc2)c1 (centres undefined)
  -1	-0.2	-0.6	-2	-5	-3	0.5	-0.7	-2	0	1.6
- CCOc1ccc(C(C)=O)cc1COc1ccc(-c2nnco2)cc1
  -2	-1.2	-1.5	-2	-2	-6	-0.7	-0.6	5	-4	-3.0
- CC1Cc2ccccc2N1C(=O)CN1CCCCC1 (centres undefined)
  -2	-0.1	-0.3	-3	-3	-6	0.5	-0.9	-2	-4	-1.1
- N/C(=N\S(=O)(=O)c1cc(C(F)(F)F)cc(C(F)(F)F)c1)c1ccccc1
  -3	-0.8	0.0	1	1	-4	1.2	0.1	-2	-3	0.4
- O=C(CSc1nnc(C2CC2)n1C1CC1)c1ccc(Br)s1
  2	1.6	5.2	-2	1	-5	0.9	-0.4	-1	0	0.1
- CCCCn1c(N)c(N(CC(C)C)C(=O)CN2C(=O)c3ccccc3C2=O)c(=O)[nH]c1=O
  -1	0.5	2.0	-5	-5	-8	1.8	-1.2	-5	5	0.1
